Source: PubChem BioAssay (National Center for Advancing Translational Sciences (NCATS))
Shiga inhibitor = inhibitors of Shiga toxin in Vero cells; Vero cells, Shiga toxin protein synthesis inhibition reporter; inhibition, % at 38.7 µM; actives 9.2% (n = 290,000); AID 2315; in the data active means inhibition mostly above about 28%, no sharp cut-off; inactive means mostly below about 43%; further: 0% is about no effect
LmPK inh = inhibitors of Leishmania mexicana pyruvate kinase. Potency, µM (highest dose often 57.5 µM), for inactives: at the top dose activity change, negative = inhibition, most hits filed as inhibitors. actives 0.37% (n = 290,000). Q27686. purified LmPK, Kinase-Glo ATP luminescence, 1 h; further: potency means the concentration at half of the fitted maximal effect; on the % scale 0 is the no-effect control and ±100 the full control effect
Target sequence (Q27686 whole entry, looked up): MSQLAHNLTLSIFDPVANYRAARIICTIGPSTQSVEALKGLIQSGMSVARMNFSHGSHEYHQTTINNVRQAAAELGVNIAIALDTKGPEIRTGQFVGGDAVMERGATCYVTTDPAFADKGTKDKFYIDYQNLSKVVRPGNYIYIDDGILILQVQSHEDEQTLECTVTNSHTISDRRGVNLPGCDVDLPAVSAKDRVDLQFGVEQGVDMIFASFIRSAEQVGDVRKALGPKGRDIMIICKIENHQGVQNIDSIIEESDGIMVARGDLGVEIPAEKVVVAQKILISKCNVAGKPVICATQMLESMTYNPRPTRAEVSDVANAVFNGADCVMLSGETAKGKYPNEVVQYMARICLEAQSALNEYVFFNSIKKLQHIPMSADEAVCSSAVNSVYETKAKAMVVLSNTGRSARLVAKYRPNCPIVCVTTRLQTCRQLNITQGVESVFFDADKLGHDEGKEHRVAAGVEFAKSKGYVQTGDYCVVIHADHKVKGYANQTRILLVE
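ATP generated from ADP (0.1 mM) and PEP (0.5 mM) by 0.1 nM LmPK over 1 h at room temperature (pH 7.2 imidazole buffer) was detected by coupled luciferase luminescence. Values were normalized to uninhibited and no-enzyme wells.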
CHX counter = affects cycloheximide protein synthesis inhibition readout, counter-screen; max response, %; actives 12% (n = 300,000); cell reporter, cycloheximide protein synthesis inhibition counterscreen; AID 2314; in the data active means max response mostly above about 13%, no sharp cut-off; inactive means mostly below about 14%; further: read at 38.3 µM for the half of the compounds with a filed dose; 0% is about no effect
Pf growth 96h = P. falciparum growth inhibition at 96 hour, primary screen for plastid delayed-death inhibitors. actives 6.9% (n = 320,000). Potency, µM (titrated, usually from 28.7 µM), for inactives: top-dose activity change, negative = inhibition, usual class: inhibitors. P. falciparum luciferase reporter growth, 96 h; further: potency means the concentration at half of the fitted maximal effect; on the % scale 0 is the no-effect control and ±100 the full control effect
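Delayed-death screen, second-generation endpoint: infected erythrocytes, 2% hematocrit, 0.05% parasitemia final; 96 hours at 37 C, 5% CO2; luciferase detection reagent; luminescence decrease equals reduced growth.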
Pf growth 48h = inhibits P. falciparum growth in the first generation, 48 h | P. falciparum luciferase growth in erythrocytes, 48 h | Potency, µM (series often up to 28.7 µM), without a hit: top-dose activity change, negative = inhibition, usual class: inhibitors | actives 5.9% (n = 310,000) | AID 504832; further: potency means the concentration at half of the fitted maximal effect; on the % scale 0 is the no-effect control and ±100 the full control effect
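Here the parasites carry a stable luciferase gene and grow inside erythrocytes in Albumax-based RPMI medium with compound for one erythrocytic cycle. Activity is scored as loss of luminescent signal.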
Tb PYK inh = blocks Trypanosoma brucei pyruvate kinase | TbPYK enzyme, Kinase-Glo Plus ATP luminescence, 45 min | actives 0.12% (n = 410,000) | Potency, µM (top dose mostly 76.8 µM), inactives show at the top dose activity, negative = inhibition, most hits filed as inhibitors; further: potency means the concentration at half of the fitted maximal effect; on the % scale 0 is the no-effect control and ±100 the full control effect; nearly all actives have a fitted effect of over 50% in size
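Activity of T. brucei pyruvate kinase was followed by Kinase-Glo Plus luminescence after the enzyme reacted 45 min at room temperature with 130 uM ADP (final) and substrate. Test compounds were added before ADP at multiple concentrations.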
AmpC no deterg = AmpC beta-lactamase inhibition without detergent; P00811; AmpC nitrocefin hydrolysis, absorbance 480 nm, 0.0001% Triton; Potency, µM (highest dose often 57.1 µM), for inactives: at the highest dose activity change, negative = inhibition, actives largely listed as inhibitors; actives 0.52% (n = 330,000); AID 485341;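 further: potency means the concentration at half of the fitted maximal effect; plate controls were no compound for no effect and no enzyme for full effect; nearly all actives have a fitted effect of over 20% in size; some results filed as inactive show a strong effect at the top dose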
Target sequence (P00811 whole entry, looked up): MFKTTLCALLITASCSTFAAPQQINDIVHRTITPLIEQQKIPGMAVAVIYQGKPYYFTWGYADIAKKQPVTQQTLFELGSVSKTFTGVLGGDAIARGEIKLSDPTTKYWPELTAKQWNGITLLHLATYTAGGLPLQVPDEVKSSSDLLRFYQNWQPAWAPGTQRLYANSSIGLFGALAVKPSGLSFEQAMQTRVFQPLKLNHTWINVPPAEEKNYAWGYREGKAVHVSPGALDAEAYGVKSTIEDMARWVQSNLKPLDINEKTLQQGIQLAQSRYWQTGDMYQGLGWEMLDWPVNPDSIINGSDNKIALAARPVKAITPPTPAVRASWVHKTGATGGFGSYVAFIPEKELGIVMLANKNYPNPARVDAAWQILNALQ
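20 mM phosphate pH 7.0 + 0.01% (detergent screen) or 0.0001% Triton X-100; 5.3 nM AmpC reagent; cpd preinc 15 min RT; nitrocefin (800 uM stock) to start; A480 q20 s × 4 min; Activity was normalised to no-enzyme and no-compound control wells.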
The depositor's hits bear a star; ? = inconclusive; · = no result given; & = joins results of further samples; [ ] = remark or other dose. Unless noted, the call rests on the fitted dose curve; in most records, active means well fitted curve in the direction sought with a large enough effect; inconclusive means small, poorly fitted or top-dose-only effect, or another doubt; inactive means no such curve, though single readings can be large; an effect the other way counts as inactive or inconclusive.

SMILES | Shiga inhibitor | LmPK inh | CHX counter | Pf growth 96h | Pf growth 48h | Tb PYK inh | AmpC no deterg
CCOC(=O)CNC(=O)N1CCCC(C(=O)c2cccc(Cl)c2)C1 (stereo not drawn) | -24 | 10% | -1 | -23% | 37%[activator] | -7% | 3%
CC1CN(c2cnn(C(C)C)c(=O)c2Cl)CC(C)O1 (stereo not drawn) | 7 | 1% | 3 | 18% | 37%[activator] | 3% | -9%
CC(C)CCn1nnnc1CN1CCN(c2ccc(F)cc2)CC1 | -11 | 8% | -3 | ? | -1% | 1% | 114%[activator]
O=C(O)c1ccc(CN2C(=O)c3ccc(C(=O)O)cc3C2=O)cc1 | -9 | 6% | 11 | 46%[activator] | 22% | 6% | -2%
COc1ccc(C(=O)NNC(=O)CN2CCC(n3nnc4cc(C)ccc43)CC2)cc1 | -10 | -2% | -4 | -6% | -14% | 3% | -13%
Cc1ccc(N2C(=O)NC(=O)/C(=C\c3cnc(-c4ccccc4)nc3)C2=O)cc1 | -4 | 9% | 16 | 279%[activator] | 13% | -4% | -24%
Cc1c(C(=O)N2CCN(c3ccc(F)cc3)CC2)sc2nc3n(c(=O)c12)CCC3 | -6 | -7% | -1 | ? | 1% | -13%&-6% | 67%[activator]
N#CC1=C(N)NC(SCC(=O)c2ccc(Br)cc2)=C(C#N)C12CCCCC2 | 14 | 2% | -4 | 15µM* | ? | -7% | 24%
COc1ccc(/C=N/OC/C(O)=C(\C#N)c2nc3ccccc3[nH]2)cc1OC | 9 | -2% | 5 | -11% | -5% | -3% | -30%
CC(C)OC(=O)C1C(=O)CC(C)(O)C(C(=O)OC(C)C)C1c1cccnc1 (stereo not drawn) | -5 | -1% | -2 | -2%[5.75 µM] | -9% | 0% | -9%
C=CCOC(=O)C1=C[C@H](c2cn(C(C)=O)c3ccccc23)[C@@H](CCCO)[C@H](OCC)O1 | -2 | 4% | -2 | 12µM* | ? | 4% | 180%[activator]
COc1ccc(Cl)cc1NC(=O)COC(=O)c1cc(NS(=O)(=O)c2cccs2)ccc1O | -2 | 4% | 6 | 8% | 0% | 5% | 20µM*
CN1CCN(CCCNC(=S)Nc2ccc(F)c(Cl)c2)CC1 | -6 | -2% | 15 | -3% | 33%[activator] | 2% | -17%
O=C(Nc1cn(-c2ccccc2)nc1-c1ccccc1)c1ccccc1 | 21 | 4% | 9 | -3% | -6% | -3% | -25%
CC(C)c1nnc(NC(=O)C2CCCN2C(=O)Nc2cccc(Cl)c2)s1 (stereo not drawn) | -2 | 1% | -3 | 0% | 39%[activator] | -6% | -11%
Cc1ccc(-c2cc(C(=O)O)n(-c3ccc(S(N)(=O)=O)cc3)n2)cc1 | -8 | 3% | -2 | 0% | -12% | 7% | -18%
CCCN(Cc1cc2cc(OC)ccc2[nH]c1=O)C(=O)c1ccncc1 | 11 | -3% | 8 | ? | ? | 0% | 14%
CC1CCN(S(=O)(=O)c2ccc(NC(=O)CN3CCCC3)cc2)CC1 | -18 | -2% | 1 | 2% | -10% | -6% | -9%
Cc1nn2c(NC(C)C)c3c(nc2c1-c1ccccc1)CCC3 | 1 | 0% | -2 | ? | ? | 3% | 27%
Cc1nc2c(-c3ccc(F)cc3)c(C)nn2c(N2CCOCC2)c1C | 18 | 10% | 3 | 2% | ? | -3% | 17%
CN(C)CCCN(C(=O)COc1ccccc1)c1nc2ccc(Cl)cc2s1 | 12 | 3%[11.5 µM] | 10 | -62% | 14% | -6% | 24%
O=S1(=O)N=C(N(CCO)/N=C/C=C/c2ccccc2)c2ccccc21 | -5 | 4% | -3 | 0% | -22% | -2% | -7%
COc1ccc(N2CCN(C3CCCN(Cc4ccc(F)cc4Cl)C3)CC2)cc1 (stereo not drawn) | -4 | -1% | -1 | ? | ? | -11% | 0%
COc1cccc(/C(O)=C2/C(=O)C(=O)N(CCCN3CCOCC3)C2c2ccncc2)c1 (stereo not drawn) | -5 | 0% | -5 | ? | 41%[activator] | 6% | -12%
CCc1ccc(-c2nn(-c3ccccc3)cc2CSC(=N)N)cc1 | -22 | -1% | -12 | 34%[activator] | 4.1µM* | -7% | 44%
O=C(Nc1ccc(Cl)cc1)C1CCN(C(=O)c2ccco2)CC1 | 9 | 0% | 12 | 15% | ? | -7% | -6%
Cc1nn(Cc2c(Cl)cccc2Cl)c(C)c1NC(=O)c1sc2ccccc2c1Cl | -12 | -3% | 2 | ? | · | 9% | -9%
CCOc1ccc(N(CC(=O)N2CCCC2)S(=O)(=O)c2c(C)noc2C)cc1 | 5 | 6% | -4 | -3% | · | -1% | 30%
Cn1c(SCC(=O)c2ccccc2)nnc1C1COc2ccccc2O1 (stereo not drawn) | 45 | 4% | 42* | -5% | 16% | -15% | 103%[activator]
O=C(C1CCN(S(=O)(=O)c2ccc(-n3cnnn3)cc2)CC1)N1CCCCC1 | -10 | -3% | -2 | -28% | 18% | 2% | 1%

Shown tab-delimited: 5 of the compounds above
SMILES	Shiga inhibitor	LmPK inh	CHX counter	Pf growth 96h	Pf growth 48h	Tb PYK inh	AmpC no deterg
COc1ccc(N2CCN(C3CCCN(Cc4ccc(F)cc4Cl)C3)CC2)cc1 (stereo not drawn)	-4	-1%	-1	?	?	-11%	0%
COc1ccc(C(=O)NNC(=O)CN2CCC(n3nnc4cc(C)ccc43)CC2)cc1	-10	-2%	-4	-6%	-14%	3%	-13%
COc1cccc(/C(O)=C2/C(=O)C(=O)N(CCCN3CCOCC3)C2c2ccncc2)c1 (stereo not drawn)	-5	0%	-5	?	41%[activator]	6%	-12%
Cc1nn2c(NC(C)C)c3c(nc2c1-c1ccccc1)CCC3	1	0%	-2	?	?	3%	27%
Cn1c(SCC(=O)c2ccccc2)nnc1C1COc2ccccc2O1 (stereo not drawn)	45	4%	42*	-5%	16%	-15%	103%[activator]

Additional results follow.
SMILES | Shiga inhibitor | LmPK inh | CHX counter | Pf growth 96h | Pf growth 48h | Tb PYK inh | AmpC no deterg
COc1ccc(C(C)=O)cc1CN1CCCCC1 | 2 | -1% | -4 | -20% | -6% | 1% | -8%
CCOc1ccccc1N(CC(=O)NCCc1ccc(OC)c(OC)c1)S(=O)(=O)c1ccccc1 | -9 | -1% | -4 | 60%[activator] | ? | 3% | 103%[activator]
CN(C)CCCNc1cn[nH]c(=O)c1Cl | 14 | -4% | -2 | -5% | · | 4% | -13%
O=C(N/N=C/c1ccco1)c1cc(-c2ccccc2)n[nH]1 | 46* | 0% | 20* | -23% | ? | -2% | -24%
CSc1cccc(NCc2ccc([N+](=O)[O-])cc2)c1 | 30 | 1% | 13 | ? | -1% | -4% | -42%
Oc1cccc2ccc(/C=C/c3cccs3)nc12 | 68* | 22µM* | 36* | -94% | · | -9% | -25%
Cc1nc(S(=O)(=O)Nc2ccccc2C(=O)NCC2CC2)cn1C | -6 | -5% | -2 | 28% | 3.3µM* | 10% | -20%
Cc1cc(Cl)cc(Cl)c1OCC(=O)NCc1ccco1 | -1 | 3% | 0 | ? | 11% | -1% | 2%
Oc1ccc(/C=N/Nc2ccc(C(F)(F)F)cn2)cc1O | 108* | 0% | 57* | 280%[activator] | 25% | -24% | -48%
O=C(N/N=C/c1ccccn1)c1ccco1 | 71* | 1% | 47* | 47%[activator] | -11% | 7% | -15%
CCCN1CCC(NC(=O)Nc2cccc3ccccc23)CC1 | -12 | -2% | 1 | -5% | 18% | -1% | -25%
COc1cccc(N2CCN(C(=O)C3C4C=CC5(CN(Cc6ccccc6Cl)C(=O)C35)O4)CC2)c1 (stereo not drawn) | -12 | 3% | -3 | ? | ? | -2% | 101%[activator]
COc1cccc(NC(=O)N(CCN(C)C)C(C)c2cccnc2)c1 (stereo not drawn) | -3 | 0% | -3 | 9% | -3% | 2% | 26%
CC(=O)c1cccc(NC(=O)C2C3CCC(C3)C2C(=O)O)c1 (stereo not drawn) | 10 | 1% | 5 | ? | 80%[activator] | 0% | 4%
Cc1c(C(=O)N2CCN(c3ccccc3)CC2)sc2nc3n(c(=O)c12)CCC3 | -5 | -1% | 17 | -14% | 11% | 3%&2% | 58%
CCOC(=O)C1(Cc2ccccc2C)CCCN(S(C)(=O)=O)C1 (stereo not drawn) | -1 | -4% | 2 | -32% | ? | -4% | 25%
O=C(N/C(=C\c1ccc([N+](=O)[O-])cc1)C(=O)N1CCCCC1)c1ccccc1 | 11 | 2% | 0 | -3% | -2% | 0% | -15%
Cc1ccc(NCc2ccc([N+](=O)[O-])s2)cc1 | 49* | -1% | 25* | ? | 22% | -6% | -22%
Cc1nc(N2CCCCC2)c2sc(=S)n(C)c2n1 | 9 | -1% | -2 | ? | 4% | -10% | -21%
O=C(c1cccnc1NCc1ccccc1)N1CCOCC1 | -7 | 5% | -1 | -6% | 6% | -1% | -13%
O=C(C1CCCN(S(=O)(=O)c2cnc[nH]2)C1)N1CCN(c2ccc(Cl)cc2)CC1 (stereo not drawn) | -7 | 0% | -5 | -20% | ? | 1% | 85%[activator]
Cc1nc(=O)c(-c2ccccc2)c(C)n1-c1ccc(Br)cc1 | -14 | 6% | -2 | -2% | -17% | -7% | 14%
Cc1c(N=C/C=C2\N(C)c3ccccc3C2(C)C)c(=O)n(-c2ccccc2)n1C | -5 | -3% | -1 | 4.1µM* | 6% | -5% | 12%
O=C(C1CSC2(c3ccc(F)cc3)CCC(=O)N12)N1CCCCCC1 (stereo not drawn) | -6 | 1% | -2 | · | 1% | -1% | -8%
COCCNC(=O)C1CCN(S(=O)(=O)c2ccccc2)CC1 | -16 | -1% | -4 | 10% | ? | -11% | -16%
O=c1cc(CSc2nnnn2-c2ccc(O)cc2)nc2sccn12 | 18 | -3% | -6 | 40%[1.15 µM] | 17% | 1% | -19%
O=C(CN1C2CCCC1CC(NC(=O)c1ccco1)C2)Nc1ccccc1 (stereo not drawn) | 28 | 3% | -5 | ? | 24% | -3% | 49%
CCOC(=O)c1cc(-c2ccccc2)sc1NC(=O)C(C)Sc1nnnn1C (stereo not drawn) | -5 | 1% | -3 | 10µM* | ? | 2% | 57%
c1ccc2oc(-c3[nH]ncc3CN3CCSCC3)cc2c1 | -9 | 3% | 0 | -4% | -2% | 4% | -8%
Cc1cc(C(=O)N2CCCC(C(=O)c3ccc4ccccc4c3)C2)n(C)n1 (stereo not drawn) | -14 | -2% | 11 | 12% | ? | -1% | 154%[activator]
O=C(Nc1cccc(S(=O)(=O)N2CCCC2)c1)c1cc(S(=O)(=O)N2CCOCC2)ccc1F | · | · | · | ? | 9.3µM* | 4% | 10%
